Screening data as filed in PubChem BioAssay.
Growth percent in the NCI-60 one-dose screen (48 h, 10 µM unless noted): 100 = growth as untreated, 0 = no growth, -100 = all killed.
NCI-H23 – NCI-H23 lung cancer | hit rate 4% among 80,000
NCI-H322M – NCI-H322M lung cancer; AID 1794733; hit rate 2.7% among 80,000
NCI-H522 – NCI-H522 lung cancer; hit rate 8% among 78,000; AID 1794739
IGROV1 – IGROV1 ovarian cancer; hit rate 4.7% among 79,000
NCI-H460 – NCI-H460 lung cancer | hit rate 6.8% among 82,000
NCI-H226 – NCI-H226 lung cancer. hit rate 3.5% among 79,000. AID 1794732
SK-OV-3 – SK-OV-3 ovarian cancer cells; hit rate 3.2% among 80,000; AID 1794785
NCI/ADR-RES – NCI/ADR-RES ovarian cells | hit rate 4.4% among 81,000 | AID 1794790
COLO 205 – COLO 205 colon cancer. hit rate 7.3% among 79,000
An asterisk follows results filed as active; nt = not tested or not shown; & = joins results of further samples. How the source made its calls: active means growth percent below 10; inactive means the rest. Not a hit list, and some 11% of all compounds hit somewhere here.

Fields – NCI-H23	NCI-H322M	NCI-H522	IGROV1	NCI-H460	NCI-H226	SK-OV-3	NCI/ADR-RES	COLO 205
O=C(CSc1nc2c(c(=O)[nH]1)CCCC2)NNC(=O)c1ccccc1
→ 106.6	108.3	107.6	116.3	115.2	109.0	110.1	105.3	138.7
O=C(Nc1nc2ccc([N+](=O)[O-])cc2s1)Nc1ccc(Cl)cc1Cl
→ 18.2	72.2	20.3	60.7	27.6	61.1	4.1*	26.6	74.7
NS(=O)(=O)c1ccc(-n2ncc(NC(=O)Nc3ccc(S(=O)(=O)Nc4nccs4)cc3)c2-c2ccccc2)cc1
→ 106.4	105.8	98.4	104.6	107.7	104.4	99.5	104.5	108.3
CCOC(=O)c1ccccc1NC(=O)CN(CC)CC
→ 98.8	94.5	68.6	103.3	105.4	100.1	109.7	104.3	nt
COc1ccc(/C(C)=N/OC(=O)c2sc3ccccc3c2Cl)cc1CN1CCOCC1
→ 100.1	93.4	86.8	97.2	105.2	97.0	90.2	101.5	95.4
Fc1ccc(Nc2ccnc(N3CCN(c4ccnc5cc(Cl)ccc45)CC3)n2)cc1
→ 44.5	65.5	43.4	43.7	38.0	54.0	56.0	44.1	34.7
O=C(Nc1nc2ccccc2[nH]1)C(=O)Nc1nc2ccccc2[nH]1
→ 89.6	91.8	101.2	81.9	98.5	nt	108.0	98.7	103.3
CC(C)(C)n1nnnc1C(NC12CC3CC(CC(C3)C1)C2)c1c(F)cc(F)cc1F (centres undefined)
→ 98.2	101.0	90.6	106.3	102.7	99.6	123.2	102.3	123.9
O=C(Nc1ccccc1-c1ccccc1)C(=O)Nc1ccccc1-c1ccccc1
→ 99.6	112.3	97.8	82.2	105.6	102.4	103.9	101.6	112.5
c1ccc2c(c1)[nH]c1c(-c3ccc(-c4nccc5c4[nH]c4ccccc45)cc3)nccc12
→ 77.7	103.9	84.7	88.8	103.3	90.7	88.0	95.9	91.9
O=C(O)c1cn(C2CC2)c2cc(N3CCN(C(=O)N/N=C/c4cccc5ccccc45)CC3)c(F)cc2c1=O
→ 93.9	100.8	81.0	94.5	105.7	94.3	87.0	104.6	113.9
ONc1nc(NO)c2[nH]cnc2n1
→ nt	nt	97.0	86.9	86.7	82.8	97.1	74.7	111.6
N#C/C(=C\c1cccc(Br)c1)c1nc(N)nc(Nc2ccc(S(N)(=O)=O)cc2)n1
→ 99.1	93.7	90.4	104.4	101.0	91.5	108.4	102.6	109.8
O=C(CN1CCNCC1)Nc1ccc2oc(=O)ccc2c1
→ 100.5	114.6	98.5	104.0	107.6	101.2	110.6	102.7	113.2
N#C/C(=C\c1c(Cl)cncc1Cl)c1nc2ccccc2s1
→ 96.6	74.2	88.9	73.2	97.4	84.6	101.2	104.1	127.4
O=C(c1ccccc1)N1CCOC(O)(c2ccccc2)C1c1ccccc1 (centres undefined)
→ 99.8	99.7	nt	93.7	111.8	96.1	106.6	106.5	100.9
OC1CC2c3ccccc3C1c1cccc[n+]12 (centres undefined)
→ 104.2	91.1	86.8	91.5	103.7	100.5	152.2	114.0	nt
CC(C)C(=O)OCCN(CCc1ccccc1)CCc1ccccc1
→ 100.1	93.4	87.7	103.4	nt	105.2	100.3	102.8	117.9
O=C1OC(c2nc3ccccc3s2)=C/C1=C\c1cccc(O)c1
→ 92.3	105.1	99.3	100.1	95.3	98.2	90.9	98.7	104.5
Oc1ccc(Nc2ccnc3cc(Cl)ccc23)cc1
→ 106.6	112.3	85.8	nt	82.8	101.7	100.0	109.0	146.0
Cc1cc(C)c2nc(N3CCC(C(=O)NCCCN4CCC(N5CCCCC5)CC4)CC3)sc2c1
→ 99.8	107.5	107.5	nt	96.7	nt	105.0	101.0	112.9
Cc1oc2ccccc2c(=O)c1C(=O)c1ccc(O)cc1
→ 106.7	106.1	98.4	nt	106.6	107.6	96.7	113.2	123.5
Cc1ccc(C(=O)COC(=O)c2ccc3c(c2)C(=O)N(c2cccc4ncccc24)C3=O)cc1
→ 100.1	105.1	76.4	109.5	104.6	103.8	99.2	109.7	109.8
Cc1cccc(NC(=O)C2=NCCCCN2)c1
→ 96.2	107.1	93.5	103.9	109.2	99.1	110.2	104.8	106.6
COc1ccc(Nc2nn3c(=O)c4cc(SC)ccc4nc3s2)cc1
→ 96.8	101.6	83.5	107.1	98.2	112.9	110.4	103.2	105.1
Nc1c(C(=O)O)[nH]c(=O)[nH]c1=O
→ 102.9	101.8	84.3	111.7	104.5	93.8	102.2	108.2	115.4
COc1ccc(Cn2cncc2-c2c[nH]c3ccccc23)cc1
→ 85.4	96.3	84.7	61.0	95.5	78.2	85.7	87.7	89.1
COc1cnc2c(c1)C(=O)c1c-2n(CCCN2CCOCC2)c(=O)c2cc(Cl)ccc12
→ 20.6	31.3	24.3	43.2	3.2*	20.6	10.7	19.2	9.5*
C=CCOC(=O)Oc1c(C)cc([N+](=O)[O-])cc1[N+](=O)[O-]
→ 98.2	98.9	94.2	137.4	109.0	99.3	105.9	105.5	111.8
OCCNc1nc(Nc2ccc(Cl)cc2)nc(Nc2ccc(C3=NN(c4cc(Cl)cc(Cl)c4)C(c4ccccc4)C3)cc2)n1 (centres undefined)
→ 98.7	83.1	90.5	88.4	97.9	nt	nt	101.0	nt

Next section; it opens with the 2 that closed the last part.
Fields – NCI-H23	NCI-H322M	NCI-H522	IGROV1	NCI-H460	NCI-H226	SK-OV-3	NCI/ADR-RES	COLO 205
C=CCOC(=O)Oc1c(C)cc([N+](=O)[O-])cc1[N+](=O)[O-]
→ 98.2	98.9	94.2	137.4	109.0	99.3	105.9	105.5	111.8
OCCNc1nc(Nc2ccc(Cl)cc2)nc(Nc2ccc(C3=NN(c4cc(Cl)cc(Cl)c4)C(c4ccccc4)C3)cc2)n1 (centres undefined)
→ 98.7	83.1	90.5	88.4	97.9	nt	nt	101.0	nt
O=C(/C=C\c1ccc(Cl)cc1)c1ccc(NC2=CC(=O)c3ccccc3C2=O)cc1
→ 59.2	102.3	84.4	73.3	97.0	90.6	92.3	86.6	109.3
CC(CO)CC(C)(C)C (centres undefined)
→ 109.6	105.5	103.6	109.0	109.5	116.4	110.8	120.7	121.8
C=CCSc1nnc(-c2ccc(-c3nc4ccc(Cl)cc4[nH]3)cc2)o1
→ 76.2	86.7	29.8	59.6	38.1	102.5	88.8	54.3	55.7
O=C(NCCNc1nccc(-c2c(-c3cccc(O)c3)nc3sccn23)n1)c1ccc(N2CCOCC2)c(C(F)(F)F)c1
→ 85.4	102.0	74.4	54.3	66.9	69.5	66.4	95.4	43.4
CC(=O)OC[C@@]12Oc3c(cccc3-c3ccc(O)c4c3O[C@]3(COC(C)=O)C(=C4O)C(=O)C[C@H](C)[C@@H]3OC(C)=O)C(O)=C1C(=O)C[C@H](C)[C@@H]2OC(C)=O
→ 2.5*	33.1	-7.2*	26.9	10.3	25.9	-1.4*	24.7	-3.3*
C1=C\CCC2(OCCO2)C2(CC/1)OCCO2
→ 104.4	105.4	89.3	111.2	109.8	101.4	101.0	108.7	106.7
CNC(=O)NC(C)(C)C
→ 101.2	102.3	105.4	107.9	115.6	104.2	134.9	98.3	124.4
Cc1ccc(-c2nnc(SCc3ccc(O)c4ncccc34)n2-c2ccccc2)cc1
→ 15.6	19.6	-5.1*	8.1*	-15.8*	24.4	5.7*	2.1*	25.6
CCCCCCCCCCOC(=O)c1nn(C(C)=O)c2cc3c(cc12)OCO3
→ 93.5	103.6	87.8	108.6	98.9	92.6	97.7	106.2	107.1
COc1cccc(/C=C2\C(=N)N=C(SCc3nc4ccccc4[nH]3)NC2=O)c1
→ 95.7	105.9	95.4	100.9	101.7	89.5	108.1	101.8	117.7
CCN(CCO)CCCC(C)Nc1ccnc2cc(Cl)ccc12 (centres undefined)
→ 92.7&93.2	96.5&94.9	101.5&99.1	101.4&88.5	106.4&111.9	102.3&105.5	104.0&96.5	104.0&101.6	96.1&42.4
CCc1ccc(Cc2cnc(NC(=O)C3=NCCCN3)s2)cc1
→ 80.6	94.2	87.3	99.9	101.9	98.9	105.0	92.4	102.8
CC(C)N1CN2C(=O)N(C)C3NC(=S)N(C1)C32 (centres undefined)
→ 104.1	105.3	91.2	107.9	106.0	99.8	96.5	108.1	117.9
CCOC(=O)C/C(C)=N\NC(N)=S
→ 99.4	98.5	99.2	nt	100.1	96.9	110.1	106.2	103.5
CC(=O)[C@H]1CC[C@H]2[C@@H]3CC=C4c5sc(N)nc5CC[C@]4(C)[C@H]3CC[C@]12C
→ 90.0	88.3	81.7	112.0	77.9	101.3	91.7	73.7	84.9
Cc1cc(Cl)c2c(Cl)ccc(Cl)c2n1
→ nt	nt	83.0	110.6	110.5	109.5	97.7	113.9	113.9
C1C2CC3C1C3/C2=N\N=C1/C2CC3C(C2)C13
→ 100.7	nt	98.4	119.5	104.6	102.7	108.3	100.9	107.3
COc1cc2nc(C(=O)N3CCCCC3)cc(Nc3ccccc3)c2cc1OC
→ 96.7	96.1	65.7	98.3	101.9	107.1	108.4	95.4	116.1
CC1=C(C(=O)c2ccccc2)C(c2c(O)cc(O)cc2O)n2c(nc3ccccc32)N1 (centres undefined)
→ 92.0	96.8	95.5	89.1	99.4	85.1	74.3	103.9	106.7
CCc1cccc2c3c(sc12)C(c1ccc(Cl)cc1)C(C#N)=C(/N=C/c1ccc(Cl)cc1)O3 (centres undefined)
→ 17.1	37.3	10.8	28.1	7.2*	53.3	55.4	5.3*	16.7
Cc1cccc(-n2nnc(CC(=S)N3CCOCC3)c2C)c1
→ 102.2	111.6	94.1	107.5	106.4	112.0	109.2	102.2	119.9
CN1CCN(Cc2ccc(NC(=O)c3ccc(C#Cc4c(N)ncc5ccc(F)cc45)cc3)cc2C(F)(F)F)CC1
→ -80.4*	-49.0*	-85.2*	-50.6*	nt	55.1	64.0	-12.3*	nt
CCCC(=O)NC(c1ccc2c(c1)OC(F)(F)O2)c1cc(C)c2cccnc2c1O (centres undefined)
→ nt	34.2	18.2	12.7	-4.4*	10.8	9.7*	18.8	21.1
CCOC(=O)C1(CC)OC12CCCCC2 (centres undefined)
→ 99.4	103.2	84.4	110.1	102.3	104.6	118.3	95.3	109.1
CS(=O)(=O)c1ccc(-c2nc3ccccn3c2-c2nc3ccccc3[nH]2)cc1
→ nt	91.7	91.7	88.4	99.4	98.7	108.7	97.0	104.0
N#Cc1ccc(NN=Nc2ccccc2C#N)cc1
→ 95.3	106.9	92.0	106.2	105.7	94.4	107.5	107.5	113.8
CCOc1ccc(/C=N/NC(N)=S)cc1OCC
→ 104.6	102.4	101.9	113.5	105.4	86.4	115.7	118.8	112.4
COc1cc2oc(-c3cccc(C(=O)Nc4ccc5c(c4)OCO5)c3)cc(=O)c2c(OC)c1OC
→ 89.7	77.4	73.1	60.2	73.1	78.8	84.5	64.9	75.6
Cc1ccc(/C=C2\SC(=S)N(CC(=O)NCCCN3CCOCC3)C2=O)cc1
→ 99.6	103.8	90.5	106.9	103.4	91.0	82.7	96.5	111.3
COc1cc(C(=O)C(O)c2ccc(O)c(OC)c2)ccc1O (centres undefined)
→ 100.4	112.8	nt	113.8	109.2	121.2	111.4	104.3	106.4

4 entries from above, comma-delimited.
Molecule,NCI-H23,NCI-H322M,NCI-H522,IGROV1,NCI-H460,NCI-H226,SK-OV-3,NCI/ADR-RES,COLO 205
CN1CCN(Cc2ccc(NC(=O)c3ccc(C#Cc4c(N)ncc5ccc(F)cc45)cc3)cc2C(F)(F)F)CC1,-80.4*,-49.0*,-85.2*,-50.6*,nt,55.1,64.0,-12.3*,nt
CCCC(=O)NC(c1ccc2c(c1)OC(F)(F)O2)c1cc(C)c2cccnc2c1O (centres undefined),nt,34.2,18.2,12.7,-4.4*,10.8,9.7*,18.8,21.1
CCOC(=O)C1(CC)OC12CCCCC2 (centres undefined),99.4,103.2,84.4,110.1,102.3,104.6,118.3,95.3,109.1
CS(=O)(=O)c1ccc(-c2nc3ccccn3c2-c2nc3ccccc3[nH]2)cc1,nt,91.7,91.7,88.4,99.4,98.7,108.7,97.0,104.0

(list continues)
Fields – NCI-H23	NCI-H322M	NCI-H522	IGROV1	NCI-H460	NCI-H226	SK-OV-3	NCI/ADR-RES	COLO 205
O=C(N/N=C/C=C/c1ccccc1)c1ccncc1
→ 98.0	101.5	64.9	94.4	107.2	107.0	96.7	102.6	103.9
CC(C)(C)[Si](C)(C)O[C@@H](CCO)C[C@H](CCCc1ccccc1)c1cc2ccccc2s1
→ 83.7	119.2	62.4	93.4	106.1	87.7	100.8	90.3	98.3
O=C1/C(=C/c2ccc(O)cc2)COc2ccc(O)cc21
→ 92.2	98.2	87.7	97.3	104.6	nt	nt	98.7	113.9
Cc1ccc(S(=O)(=O)Nc2cncnc2NS(=O)(=O)c2ccc(C)cc2)cc1
→ 110.6	96.3	101.7	98.2	116.2	98.3	102.6	105.6	97.4
Cc1cc2c(cc1S(N)(=O)=O)S(=O)(=O)CCC2
→ 97.0	99.1	112.8	104.8	105.4	111.7	101.2	99.8	105.7
COc1ccc(C(=S)N2CCN(c3ccccc3C)CC2)cc1OC
→ 97.5	102.2	78.9	87.7	98.0	89.7	110.9	68.2	91.5
NC(=O)Cc1nc(O)cc(=O)[nH]1
→ 107.3	102.6	77.0	109.2	104.8	99.1	89.7	114.7	108.2
Cc1cccc(N2C(=O)/C(=C3\SC(=S)N(c4cccc(C)c4)C3=O)SC2=S)c1
→ 99.7	98.9	97.0	101.6	106.9	94.7	101.2	98.5	108.4
CCOC(=O)c1cn2c3c(cc(C)cc3c1=O)C(=O)/C(=C/c1ccccc1)C2
→ 108.3	96.9	75.8	93.2	103.8	94.0	82.3	93.9	93.4

Two of the compounds above, comma-delimited:
SMILES,NCI-H23,NCI-H322M,NCI-H522,IGROV1,NCI-H460,NCI-H226,SK-OV-3,NCI/ADR-RES,COLO 205
Cc1cc2c(cc1S(N)(=O)=O)S(=O)(=O)CCC2,97.0,99.1,112.8,104.8,105.4,111.7,101.2,99.8,105.7
CC(C)(C)[Si](C)(C)O[C@@H](CCO)C[C@H](CCCc1ccccc1)c1cc2ccccc2s1,83.7,119.2,62.4,93.4,106.1,87.7,100.8,90.3,98.3
